RMI-FANCM inh – inhibitors of human RMI core complex binding to FANCM MM2; Fluorescence polarization, RMI core complex with F-MM2 peptide; active compounds read low; FP signal (polarization) at 33 µM; 0.58% of 70,000 active; in the data active = FP signal below about 40; note: inactives centre near 61; strong numbers were not always called active; unit not given here
Active calls of the source: *; & = joins results of further samples. These rows are one share of the data, so the mix of outcomes need not match the whole.

RMI-FANCM inh | smiles
60 | CC(=O)c1ccc(NC(=O)CSc2nc(CC(N)=O)cc(=O)[nH]2)cc1
75 | COc1cccc(-c2csc(/C(C#N)=C/Nc3cccc([N+](=O)[O-])c3)n2)c1
79 | CCOc1ccccc1-n1nnc2c(=O)n(Cc3nc(-c4cccc(C)c4)no3)cnc21
103 | COC(=O)c1c(NC(=O)c2cc(Cl)ccc2Cl)sc2c1CCN(C(C)C)C2
44 | CCOC(=O)Cn1c(C2CC(=O)N(c3cc(Cl)ccc3OC)C2)nc2ccccc21 (configuration not stated)
62 | Cc1oc2cc(OCc3c(F)c(F)c(F)c(F)c3F)ccc2c(=O)c1Oc1ccccc1
102 | O=C(CSc1ccc(NC(=O)c2ccccc2)nn1)Nc1ccc(F)c(F)c1
62 | COc1ccc(Cl)cc1NC(=O)CN1CCN(C(c2ccccc2)c2ccccc2)CC1
68 | COc1ccccc1OCC(=O)Nc1ccc2c(c1)N(C(=O)C1CC1)CC2
71 | CCCc1cc(=O)[nH]c(-n2nc(C)cc2C)n1
60 | O=C(O)c1n[nH]c2c1CCCCC2
104 | Cc1cc(C)cc(NC(=O)Cn2c(=O)n(-c3ccccc3)c(=O)c3oc4ccccc4c32)c1
59 | CN(C)c1ccc(C(=O)NNc2c([N+](=O)[O-])cc(C(F)(F)F)cc2[N+](=O)[O-])cc1
55 | O=C(OCC1CC(c2ccccc2)=NO1)c1ccc(Cl)cc1 (configuration not stated)
59 | C/C(=N/Nc1ccccc1)c1cc2cc(Br)ccc2oc1=O
58 | O=C(NCc1nnnn1C1CCCCC1)c1c(F)cccc1F
63 | CSC(=S)N/N=C(/c1ccccc1)c1ccccn1
66 | CC(=O)Nc1ccc(SCCCC(=O)Nc2nc3ccccc3s2)nn1
51 | Cc1ccc(C(=O)NCC2COC3(CCCC3)O2)cc1C (configuration not stated)
60 | O=S(=O)(Cc1noc(-c2ccccc2Cl)n1)Cc1ccco1
63 | CCOc1cc(-c2nnc(NC(=O)c3ccccc3C)o2)cc(OCC)c1OCC
73 | CNc1nn(CC(=O)Nc2ccc3c(c2)OCCO3)c(N)c1-c1nc(-c2ccc(C)cc2)no1
63 | CC(C)c1ccc(NC(=O)Cc2cc(=O)[nH]c(SCc3ccccc3F)n2)cc1
57 | COC(=O)c1c(NC(=O)C(C)(C)C)csc1C

Sorted by SMILES length (falling): some entries from above
RMI-FANCM inh | smiles
59 | CN(C)c1ccc(C(=O)NNc2c([N+](=O)[O-])cc(C(F)(F)F)cc2[N+](=O)[O-])cc1
104 | Cc1cc(C)cc(NC(=O)Cn2c(=O)n(-c3ccccc3)c(=O)c3oc4ccccc4c32)c1
62 | Cc1oc2cc(OCc3c(F)c(F)c(F)c(F)c3F)ccc2c(=O)c1Oc1ccccc1
63 | CC(C)c1ccc(NC(=O)Cc2cc(=O)[nH]c(SCc3ccccc3F)n2)cc1
102 | O=C(CSc1ccc(NC(=O)c2ccccc2)nn1)Nc1ccc(F)c(F)c1
68 | COc1ccccc1OCC(=O)Nc1ccc2c(c1)N(C(=O)C1CC1)CC2
66 | CC(=O)Nc1ccc(SCCCC(=O)Nc2nc3ccccc3s2)nn1
60 | O=S(=O)(Cc1noc(-c2ccccc2Cl)n1)Cc1ccco1
59 | C/C(=N/Nc1ccccc1)c1cc2cc(Br)ccc2oc1=O
51 | Cc1ccc(C(=O)NCC2COC3(CCCC3)O2)cc1C (configuration not stated)
71 | CCCc1cc(=O)[nH]c(-n2nc(C)cc2C)n1
57 | COC(=O)c1c(NC(=O)C(C)(C)C)csc1C
60 | O=C(O)c1n[nH]c2c1CCCCC2

Further structures
RMI-FANCM inh | smiles
59 | O=C(CCn1cnc2ccccc21)N/N=C\c1ccc([N+](=O)[O-])cc1
62 | O=[N+]([O-])c1ccc(Oc2ccc(-c3ccccc3)cc2)cc1
54 | CCn1c(SCC(=O)NN2CC(=O)N(c3ccc(F)cc3)CC2=O)nnc1-c1cccs1
74 | CCOc1ccc(S(=O)(=O)NC2CC(C)(C)NC(C)(C)C2)c(OCC)c1
53 | CSc1nn2c(C)cc(C)nc2c1C#N
72 | O=C(CSc1nc2c(-c3ccccc3)c[nH]c2c(=O)n1C1CC1)Nc1cc(F)ccc1F
69 | Cc1c(C)c(C)c(S(=O)(=O)NCCc2ccc3c(c2)CCCN3C)c(C)c1C
63 | CC(=O)Nc1cc2cc(NC(=O)c3c(-c4c(Cl)cccc4Cl)noc3C)ccc2oc1=O
71 | O=C(Nc1ccc2sccc2c1)c1ccc([N+](=O)[O-])s1
55 | CC1CCc2nc(NC(=O)c3cc(Cl)cc(Cl)c3)sc2C1 (configuration not stated)
55 | CCc1cccc(-n2ccn(Cc3ccccc3Cl)c(=O)c2=O)c1
64 | COc1cc(NC(=O)N2CCC(c3nnc(-c4ccco4)s3)CC2)cc(OC)c1OC
57 | Cc1ccc(C)c2[nH]c(=O)c(CCNC(=O)COc3ccc4ccccc4c3)cc12
50 | Cc1cc2ncc(N=Nc3ccccc3)c(-c3ccc(Cl)cc3)n2n1
93 | Cc1cc2nnc(SCC(=O)Nc3ccc(S(N)(=O)=O)cc3)n2c2ccccc12
66 | COc1ccc(C)cc1NC(=O)CSc1nnc2ccc(-c3ccncc3)nn12
59 | CCOCCSc1nnc(CNC(=O)c2ccc(F)cc2)o1
65 | CCCNC(=O)C1CCC(Cn2c(=O)c3sccc3n(CC(=O)N3CCC(C)CC3)c2=O)CC1 (configuration not stated)
71 | O=C(NCCn1ncc2c(=O)n(Cc3ccccc3F)cnc21)C1(c2ccc(Cl)cc2)CCCC1
56 | Cc1ccc2sc(NNC(=O)C3=COCCO3)nc2c1C
56 | CCSC(SCC)[C@@H](O)[C@H](O)[C@H](O)[C@@H](O)CO
60 | COc1ccc2c(c1)OCC(Cc1ccc(OC)c(OC(C)=O)c1)C2=O (configuration not stated)
76 | O=C(Nc1ccc2c(c1)OCO2)c1ccc(CNS(=O)(=O)c2cccc(Cl)c2)cc1
67 | O=C(Oc1ccc(CC/C=C/CCc2ccc(OC(=O)c3ccccc3)cc2)cc1)c1ccccc1
74 | COC(=O)c1ccccc1NC(=O)/C(C#N)=C/c1ccc(O)cc1
65 | CC(C(=O)NCc1cccs1)S(=O)(=O)c1ccc2c(c1)S(=O)(=O)N=CN2 (configuration not stated)
57 | N#CC1(NNC2(C#N)CCCCC2)CCCCC1
74 | CC(C)(C)c1ccc(S(=O)(=O)NCc2ccc(C(=O)O)cc2)cc1
61 | COc1ccc(-c2cn3c(CC(=O)NCc4cccs4)csc3n2)cc1
63 | COc1ccc(/C=C/C(=O)O)cc1S(=O)(=O)Nc1cccnc1
57 | CN1C/C(=C\c2cccc3ccccc23)C(=O)/C(=C/c2cccc3ccccc23)C1
63 | CCOc1ccc(NC(=O)c2ccc(=O)n(Cc3ccc(F)cc3)n2)cc1
58 | Cc1ccnc(NS(=O)(=O)c2ccc(NC(=O)c3cc(=O)c4ccccc4o3)cc2)n1
70 | Cc1ccc(-c2ccc(=O)n(CCCC(=O)Nc3ccc(F)c(F)c3)n2)cc1
66 | Cc1cc2oc(C(=O)Nc3sc4c(c3C#N)CCCC4)c(C)c2cc1C
66 | NC(=O)NCC(N)C(=O)O (configuration not stated)
125 | O=C(COc1ccc(Cl)cc1Cl)Nc1nc(-c2cc(Cl)sc2Cl)cs1
60 | Cc1ccc(NC(=O)NCCOc2cc(N3CCN(C)CC3)ncn2)cc1C
60&56 | CC(=O)OCc1ccc(/C=C(\C#N)S(=O)(=O)c2ccc(Cl)cc2)o1
70 | COc1ccc(S(=O)(=O)N2CCC(c3nc(-c4cccc(C(F)(F)F)c4)no3)CC2)cc1
60 | O=S(=O)(CCSc1nccc(-c2cccs2)n1)c1ccc(F)cc1
55 | CC1SCC(=NOC(=O)Nc2ccc(Cl)cc2)CS1 (configuration not stated)
55 | Cc1ccccc1CSc1ncc(CO)n1CC(=O)NCc1ccc(Cl)cc1
65 | CC(=O)c1ccc(C(=O)Nc2nnc(Cc3ccc(F)cc3)o2)cc1
60 | CC(C)c1nnc(C2CCN(C(=O)Nc3ccc(C(C)(C)C)cc3)CC2)o1
62 | O=C(/C=C/c1ccccc1)Nc1cccnc1
68 | CCOC(=O)c1sc(NC(=O)C(C)Sc2ncccn2)c(C(=O)OCC)c1C (configuration not stated)
61 | CC(C)Oc1ccc(-c2noc(CN3N=NC4C(=O)N(c5ccc6c(c5)CCC6)C(=O)C43)n2)cc1 (configuration not stated)
56 | CCCC(=O)Nc1ccc(S(=O)(=O)NCCn2nc(-c3ccc(OC)cc3)ccc2=O)cc1
68 | C=CCN1C(=O)C(C)(C)COc2ccc(NS(=O)(=O)c3ccc(C)c(Cl)c3)cc21
55 | CC(C)CCCC(C)C1CCC2C3CC(O)C4(C)CC(O)CCC4=C3CCC12C (configuration not stated)
70 | CN1CCc2cc(C(CNC(=O)C(=O)NCc3ccc(F)cc3)N(C)C)ccc21 (configuration not stated)
60 | Cc1ccc(S(=O)(=O)C2=C(O)C(=O)N(Cc3ccc4c(c3)OCO4)C2c2ccc(F)cc2)cc1 (configuration not stated)
65 | CC(NC(=O)Oc1ccccc1)C(c1cccs1)N1CCN(c2ccccc2F)CC1 (configuration not stated)
52 | CCOC(=O)c1sc(NC(=O)c2snnc2CC)c(C(=O)OCC)c1C
86 | Cc1c(Cl)cccc1NC(=O)Cn1c(=O)n(Cc2ccco2)c(=O)c2oc3ccccc3c21
65 | COc1ccc(OC)c2sc(N(CCN3CCOCC3)C(=O)c3ccno3)nc12
62 | O=C(COc1ccc(SC(F)(F)F)cc1)NNC(=O)c1ccc(Cl)cc1
62 | CCOC(=O)Cc1csc(NC(=O)Cc2csc(Nc3ccc(F)cc3)n2)n1
61 | NC(=O)c1ccsc1NC(=O)c1cc(-c2ccccc2)nc2ccccc12

Continued:
RMI-FANCM inh | smiles
70 | CCC(C(=O)O)N1C(=O)/C(=C/c2cccs2)SC1=S (configuration not stated)
57 | O=C(/C=C/c1ccccc1)Nc1nccs1
69 | O=C(N/N=C\c1ccc(-c2ccc(F)cc2)o1)c1ccncc1
56 | N#Cc1nc(-c2ccc(S(=O)(=O)N3CCCCCC3)cc2)oc1NCc1ccc(F)cc1
53 | CCN(CC)C(=O)Sc1nc2cc(Cl)ccc2s1
116 | Cc1cc(C)n(CC(=O)NCc2ccc3c(c2)OCO3)c(=O)c1-c1nc(-c2ccc(Cl)cc2)no1
62 | O=c1[nH]c2ccccc2c(O)c1C=Nc1ccccc1
66 | CCOC(=O)c1sc(NC(=O)C2CCCN(S(C)(=O)=O)C2)nc1-c1ccccc1 (configuration not stated)
47 | O=C(CSc1nc2ccccc2s1)N1CCc2c([nH]c3ccccc23)C1C(F)(F)F (configuration not stated)
70 | CCOc1ccc(NC(=O)CC2CCCCN2S(=O)(=O)c2ccccc2)cc1 (configuration not stated)
54 | CC1=NN(C)C(=O)/C1=N/OC(=O)c1ccc(Cl)cc1
63 | Cc1ccc(C(=O)NCCc2nnc3ccc(SCC(=O)Nc4cc(C)on4)nn23)cc1
68 | CC(C)c1ccccc1NC(=O)CCc1csc(NC(=O)c2ccc(F)cc2)n1
44 | Cc1[nH]c2ccc(C(C)C)cc2c1CC(=O)O
55 | C#C[C@]1(OC(C)=O)CC[C@H]2[C@@H]3CCC4=C[C@@H](OC(C)=O)CC[C@@H]4[C@H]3CC[C@@]21C
59 | Cn1c(-c2ccc(Cl)cc2)nc2ccccc21
59 | O=C(NCCCS(=O)(=O)N1CCN(c2ccccn2)CC1)c1ccc([N+](=O)[O-])o1
62 | CCOC(=O)C(Sc1nnc(-c2c[nH]c3ccccc23)n1-c1ccc(F)cc1)C(=O)OCC
61&64 | CC[C@H]1OC(=O)[C@H](C)[C@@H](O[C@H]2C[C@@](C)(OC)[C@@H](O)[C@H](C)O2)[C@H](C)[C@@H](O[C@@H]2O[C@H](C)C[C@H](N(C)C)[C@H]2O)[C@](C)(O)C[C@@H](C)[C@@H]2N[C@@H](COCCOC)O[C@H]([C@H]2C)[C@]1(C)O
56 | Cc1cc(N(C)C)nc(N2CCN(S(=O)(=O)c3ccccc3)CC2)n1
65 | COc1ccccc1CNC(=O)CSc1ccc(NC(=O)c2ccco2)nn1
60 | FC(F)(F)C(=NC1(C(Cl)(Cl)Cl)Oc2ccccc2O1)Nc1ccccc1
54 | CC(C)(C)OC(=O)N[C@@H](Cc1ccccc1)c1n[nH]c(=S)n1CC1CCCO1 (some centres not stated)
54 | COc1ccc(OCCC(=O)NNC(=S)Nc2cc(Cl)ccc2Cl)cc1
60 | COc1ccc(NC(=O)c2ccc3ncsc3c2)c([N+](=O)[O-])c1
65 | O=C(Cc1csc2nc(-c3ccccc3)cn12)N1CCN(C(=O)c2ccoc2)CC1
57 | O=C1c2ccccc2C(=O)N1CN(Cc1ccc2c(c1)OCO2)CN1C(=O)c2ccccc2C1=O
64 | COc1cn2c(cc1=O)C(=O)N(CCNC(=O)c1cccc(Cl)c1)CC2
59 | Cc1cc(C)c2oc(C(=O)Nc3ncc(Cc4ccc(F)cc4)s3)cc(=O)c2c1
56 | O=C(c1cn(-c2cccc(Cl)c2)nn1)N1CCN(Cc2ccccc2)CC1
53 | CCOC(=O)C1CCCN(C(=O)S(=O)(=O)c2ccc(-c3csc(C)n3)s2)C1 (configuration not stated)
58 | COc1cc(C(C)=O)ccc1OCC(O)Cn1nc(C)c(Br)c1C (configuration not stated)
63 | COC(=O)CC1C(=O)N(c2ccccc2)C(=S)N1CCCN1CCOCC1 (configuration not stated)
58 | O=C(O)CN1C(=O)C2C3C=CC(C2C1=O)C1C(=O)N(CC(=O)O)C(=O)C31 (configuration not stated)
56 | Cc1cc(C)c(C(N)=O)c(Cl)n1
54 | COc1ccc(CCNC(=O)c2ccccc2NC(=O)c2ccccc2C)cc1OC
57 | CCCCN1Cc2c(nc3cc(-c4ccccc4)[nH]n3c2=O)C1=O
67 | O=C(COc1ccc(F)cc1)NCc1ccsc1
66 | CC(=O)Nc1ccc(SCC(=O)c2ccc(Cl)cc2)nn1
71 | O=C(COc1ccc(Cl)cc1Cl)NCC1(c2cccs2)CCCC1
80 | O=C(Nc1ccc(-c2cn3ccsc3n2)cc1)Nc1ccc2c(c1)OCO2
62 | c1cncc(C(N2CCOCC2)N2CCOCC2)c1
69 | O=C(COc1cccc2ccccc12)NCCOc1ccc2nnc(-c3ccccc3)n2n1

Source: PubChem BioAssay (Small Molecule Screening Facility, UW Madison)
